Screening data: PubChem BioAssay, National Center for Advancing Translational Sciences (NCATS)
TDP1 inh – qHTS Assay for Inhibitors of Tyrosyl-DNA Phosphodiesterase (TDP1) | Potency, µM (top dose mostly 130 µM), for inactives: at the highest dose activity change, negative = inhibition, actives largely listed as inhibitors | recombinant TDP1, AlphaScreen DNA substrate cleavage | hit rate 0.28% among 350,000 | AID 485290, 2010 | Tyrosyl-DNA phosphodiesterase 1 (Homo sapiens), Q9NUW8; also: nearly all actives have a fitted effect of over 40% in size
Target sequence (Q9NUW8 whole entry, looked up): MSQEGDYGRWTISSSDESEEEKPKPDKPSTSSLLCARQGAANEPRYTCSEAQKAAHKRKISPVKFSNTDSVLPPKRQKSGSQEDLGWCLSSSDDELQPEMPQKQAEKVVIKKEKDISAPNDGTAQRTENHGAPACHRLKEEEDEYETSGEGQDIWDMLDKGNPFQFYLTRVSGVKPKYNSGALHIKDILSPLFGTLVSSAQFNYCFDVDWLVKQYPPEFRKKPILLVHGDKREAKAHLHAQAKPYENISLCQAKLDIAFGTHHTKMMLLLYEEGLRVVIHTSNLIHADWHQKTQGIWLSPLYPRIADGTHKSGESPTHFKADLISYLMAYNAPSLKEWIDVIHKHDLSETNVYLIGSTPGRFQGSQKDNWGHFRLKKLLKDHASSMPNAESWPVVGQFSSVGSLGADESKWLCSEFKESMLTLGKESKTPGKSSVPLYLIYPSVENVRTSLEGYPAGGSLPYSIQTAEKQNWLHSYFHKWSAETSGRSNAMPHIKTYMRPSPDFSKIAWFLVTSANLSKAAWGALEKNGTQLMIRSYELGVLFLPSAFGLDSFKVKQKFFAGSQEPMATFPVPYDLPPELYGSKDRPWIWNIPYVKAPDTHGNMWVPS
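Signal: AlphaScreen proximity between streptavidin donor and anti-FITC acceptor beads on intact substrate. Reaction: Tdp1 1 nM, substrate 15 nM final, 5 min RT after 15 min compound preincubation.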
FEN1 inhibitor – qHTS Assay for the Inhibitors of Human Flap endonuclease 1 (FEN1) | P39748 | Recombinant FEN1 flap cleavage, fluorescence, 15 min | Potency, µM (titrated, usually from 114 µM), without a hit: top-dose activity change, negative = inhibition, most hits filed as inhibitors | hit rate 0.35% among 390,000 | AID 588795, 2011; also: nearly all actives have a fitted effect of over 65% in size
Target sequence (P39748 whole entry, looked up): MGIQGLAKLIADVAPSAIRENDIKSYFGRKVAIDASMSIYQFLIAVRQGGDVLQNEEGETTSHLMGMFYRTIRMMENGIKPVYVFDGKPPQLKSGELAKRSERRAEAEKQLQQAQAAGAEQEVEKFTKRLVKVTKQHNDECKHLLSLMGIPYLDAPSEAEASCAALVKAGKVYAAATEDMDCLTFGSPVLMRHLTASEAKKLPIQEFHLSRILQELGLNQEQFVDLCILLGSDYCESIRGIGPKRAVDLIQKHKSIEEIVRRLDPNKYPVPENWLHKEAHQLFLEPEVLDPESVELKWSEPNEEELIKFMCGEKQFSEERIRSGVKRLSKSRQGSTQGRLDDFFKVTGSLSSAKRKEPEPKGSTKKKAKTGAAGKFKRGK
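Compounds are tested as a concentration series against 10 nM FEN1; after a 15 min room-temperature preincubation, 50 nM substrate starts cleavage, with plate reads at 0 and 15 min. Normalized responses are fitted by a Hill equation.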
N370S GC – qHTS Assay for Inhibitors and Activators of N370S glucocerebrosidase as a Potential Chaperone Treatment of Gaucher Disease; N370S GC spleen homogenate, 4MU-glucoside fluorescence; Lysosomal acid glucosylceramidase (Homo sapiens), P04062; hit rate 0.092% among 330,000; Potency, µM (doses to about 59.4 µM), for the others: top-dose activity change, negative = inhibition, most hits filed as inhibitors;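 also: 0% = full enzyme activity and -100% = no enzyme basal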
Numbers without * were called inactive; ? = inconclusive; · = no result given; & = joins results of further samples; [ ] = dose if it differs, or a comment. Calls follow the shape of the dose curve; as a rule, active = well fitted curve in the direction sought with a large enough effect; inconclusive = small, poorly fitted or top-dose-only effect, or another doubt; inactive = no such curve, though single readings can be large; an effect the other way counts as inactive or inconclusive. Unless noted, % is scaled to controls: 0 for no effect and ±100 for the full control effect; potency is read from the fitted curve at half-maximal effect. Compounds were not picked by outcome; 0.57% or so of the library scored in one or more.

Results follow in this order: TDP1 inh	FEN1 inhibitor	N370S GC
O=C(CSc1n[nH]c(-c2ccccc2O)n1)N1CCCc2ccccc21
  10%	-1%	11%
COc1cccc(CNCCN2CCOCC2)c1OC
  -1%	4%	12%
O=C(O)CC(CC(=O)Nc1ccccc1C(=O)O)c1ccccc1 (stereo not given)
  ·	-7%	-7%
Cc1ccc(-c2nn3c(C)nnc3c3ccccc23)cc1S(=O)(=O)NCC(C)O (stereo not given)
  7%	10%	·
Cc1oc(-c2ccc(Cl)cc2)nc1CSc1nc2ncccc2[nH]1
  1%	16%	·
COc1ccc(CCNC(=O)C(=O)N/N=C/c2cccs2)cc1OC
  6%	-12%	6%
CC1CN(C(=O)N2CCC(C(=O)NCCCc3ccccc3)CC2)c2cc(Cl)ccc2O1 (stereo not given)
  1%	-16%	·
CCCC(=O)NC(c1ccc(C)cc1)c1ccc2cccnc2c1O (stereo not given)
  3%	-20%	-2%
COc1ccc(N=Cc2nc(-c3ccccc3)oc2OC(=O)c2ccccc2)cc1
  3%	10%	-2%
CCCN(CC(=O)Nc1ccccc1OC)C(=O)c1cc(S(=O)(=O)NCc2ccccc2)ccc1C
  3%	12%	-6%

More records
Results follow in this order: TDP1 inh	FEN1 inhibitor	N370S GC
CCCN1CCc2c(sc3nc(SCC)n(-c4ccccc4)c(=O)c23)C1
  ·	-12%	13%
Cc1ccc(C(=O)NC(=S)Nc2cc(C(F)(F)F)ccc2Cl)cc1
  -9%	6%	21%
Cc1ccc(SC[C@H](Cc2ccccc2)N2CC[C@@H](C)CCC2=O)cc1
  ·	3%&-5%	4%
Cc1cccc(-n2c(C)cc(/C=N/NC(=O)c3cccc([N+](=O)[O-])c3C)c2C)c1
  7%	14%	-1%
CCOC(=O)c1cn(CC#N)c2cc(F)c(F)cc2c1=O
  -4%	6%	0%
CC1(C)OC(=O)N(CC(=O)Nc2ccccc2)C1(C)O (stereo not given)
  0%	-8%	-3%
CC[C@@H](C)[C@@H](C(=O)N1CCN(C(=O)OC(C)(C)C)CC1)n1cc(CCCN=C(NC(=O)OC(C)(C)C)NC(=O)OC(C)(C)C)nn1
  3%	-7%	1%
O=c1[nH]c(CSc2ncnc3sccc23)nc2ccccc12
  5%	-20%	-8%
CC(C)NC(=S)N/N=C1\CCCCc2ccccc21
  5%	-24%	-6%
O=C(NC1CCCCC1NC(=O)c1ccco1)c1ccco1 (stereo not given)
  0%	-1%	1%

Remaining list, next part:
Results follow in this order: TDP1 inh	FEN1 inhibitor	N370S GC
CCOC(=O)c1[nH]ncc1CN1CCCC(C(=O)c2ccc(OC)cc2C)C1 (stereo not given)
  ·	-3%	-4%
CCCCN(CCCC)S(=O)(=O)c1ccc2[nH]c(=O)[nH]c2c1
  4%	17%	-30%
COc1ccc(S(N)(=O)=O)cc1C(=O)NNC(=O)CN(C)S(=O)(=O)c1ccc(Cl)cc1
  0%	1%	·
CCN1CCN(S(=O)(=O)c2ccc(Cl)c(C(=O)N(C)Cc3cccc(Cl)c3Cl)c2)CC1
  11%	4%	-26%
COc1cc(C(=O)O)c2ccccc2n1
  -5%	-4%	-11%
COc1cc(/C=C2\SC(=O)N(c3ccc(O)cc3)C2=O)cc(OC)c1OC
  4%	11%	-7%
CCOc1ccc(NC(=O)c2csc3c2CCCC3)cc1
  4%	19%	9%
CCOc1cc(C(=O)CCC(=O)OCC(=O)N2c3ccccc3NC(=O)C2(C)C)ccc1O
  5%	-9%	-3%
O=[N+]([O-])c1ccccc1S(=O)(=O)N1CCCCC1
  1%	-7%	-21%
CCOC(=O)c1c(NC(=O)c2cc(CC)on2)sc(C)c1C
  -6%	-9%	·

The list continues.
Results follow in this order: TDP1 inh	FEN1 inhibitor	N370S GC
Cc1ccc2c(c1)cc1c(=O)n(CC(=O)N(C)c3ccccc3)nc(C)n12
  2%&5%	-15%&17%	-1%
CN(C)CCOc1ccc(/C(=C(/CCCl)c2ccccc2)c2ccccc2)cc1
  4%	-4%	·
CC(C)CCN1C(Nc2ccccc2)=NC[C@@H]1Cc1ccccc1
  ·	-2%	-16%
CCCn1c(=N)c(S(=O)(=O)c2ccccc2)cc2c(=O)n3cccc(C)c3nc21
  0%[0.0935 µM]	-1%	-1%
COc1ccc(/C=N/NC(=O)C(=O)N2CCCCCC2)cc1
  4%[0.0935 µM]	-1%	-5%
CCO[C@@H]1OC(C(=O)N2CCCCCCC2)=C[C@H](c2ccc(C(F)(F)F)cc2)[C@H]1CCCO
  6%	-5%	-2%
COc1ccc(F)c(-c2nc(CN3CCN(C(=O)c4ccco4)CC3)c(C)o2)c1
  4%	0%	-28%
Cc1ccc(C)c2[nH]c(=O)c(CCNC(=O)c3ccc(S(=O)(=O)N4CCOCC4)cc3)cc12
  3%	-9%	-6%
CCN(CC)C(=O)C12CC3CC(CC(Br)(C3)C1)C2
  5%	16%	1%
COc1ccc(-c2nc3ccccc3c(=O)n2CCOc2c(C)cccc2C)cc1
  3%	-13%	3%

(list continues)
Results follow in this order: TDP1 inh	FEN1 inhibitor	N370S GC
COc1ccc(Oc2ncnc3c2ncn3Cc2ccccc2)cc1
  5%	5%	-8%
Cn1c(Cn2nnc3ccccc32)nnc1SCC(=O)c1ccccc1F
  -2%	0%	7%
C/C(=N\Nc1nc(C)cc(=O)[nH]1)C1CC1
  5%	3%	-3%
Cc1c(Br)c([N+](=O)[O-])nn1CC(=O)NCc1ccccc1
  0%	-11%	-7%
CCCCC(=O)Nc1ccnc(-c2cccnc2)n1
  9%	7%	-7%
Cc1ccc(Oc2ncccc2/C=N/OCc2ccc(Cl)c(Cl)c2)cc1
  ?	-14%	9%
CC(C)(C)C1CCC(C(=O)NCC(c2cccs2)N2CCOCC2)CC1 (stereo not given)
  2%	13%	?
COC(=O)c1ccc(/C=C/c2ccc3cccc(OC(C)=O)c3n2)cc1
  3%	-6%	11%
CCOc1ccccc1NC(=O)CSc1nnnn1C1CCCC1
  ·	-3%	6%
COc1cc(N=c2ssnc2Cl)cc(OC)c1
  -2%	0%	-3%

Additional results
Results follow in this order: TDP1 inh	FEN1 inhibitor	N370S GC
CCCCC(=O)Nc1ccc2nc(SCC(=O)N3CCc4ccccc43)sc2c1
  -4%	-17%	·
Cc1nc(SCCOc2ccc(Cl)cc2)[nH]c(=O)c1Cc1ccccc1
  4%	0%	·
Cc1c(CCC(=O)O)c(=O)oc2cc(OCc3ccccc3F)ccc12
  ·	-23%	3%
COc1cc(OC)cc(C(=O)N2CCN(C(=O)c3cccs3)CC2)c1
  ·	-4%	-3%
CC(C)Oc1c(Br)cc(Br)cc1/C=N/NC(N)=S
  1%	-11%	24%
COc1cccc(OC)c1C(=O)Nc1cccc(-c2ccc(N3CCOCC3)nn2)c1
  4%	-3%	0%
C/C(=N\NC(=O)CC(C)C)c1ccc(Cl)c(Cl)c1
  6%	-6%	-28%
COc1cc(-c2noc(CCC(=O)Nc3cc(C)ccc3C)n2)cc(OC)c1OC
  4%	-2%	·
COc1ccc2nc(NC(=S)N(C)C)sc2c1
  12%	-1%	17%
CCN(CC)CCCNc1cc(C(F)(F)F)c(C#N)c2nc3ccccc3n12
  ·	?	0%

Other compounds follow.
Results follow in this order: TDP1 inh	FEN1 inhibitor	N370S GC
O=C(Nc1ccc(F)cc1F)N1CCN(C(=O)c2ccco2)CC1
  4%	0%	-1%
O=C(CN1CCCCCCC1)N/N=C/c1ccc(F)c(F)c1
  1%	42%	-21%
CCC(=O)Nc1cc(C)c(NC(=O)C23CC4CC(CC(C4)C2)C3)cn1
  5%[56.1 µM]	-2%	10%
COc1ccc(CNc2ncncc2-c2ccc3c(c2)OCO3)c(OC)c1
  20%[56.1 µM]	·	?
COc1ccc(C(=O)NCc2c(CC(C)C)oc(C)c2C(=O)O)cc1
  0%	-1%	7%
COc1ccc(-c2noc(CSc3nnc(-c4ccccc4)n3-c3ccc(F)cc3)n2)c(OC)c1
  6%	4%	·
CC(=O)c1sc(-c2ccccc2)nc1C
  0%	28%	0%
O=C(O)CCCNS(=O)(=O)Cc1ccccc1
  6%	-8%	0%
COc1cccc(C(=O)CN2CCN(S(=O)(=O)c3cccc([N+](=O)[O-])c3)CC2)c1
  7%	1%	-6%
COC(=O)c1ccc(/C=C/c2c(-c3ccsc3)oc3ccc(N4CCOCC4)cc23)cc1
  ·	-5%	0%

2 entries from above in another layout.
O=C(O)CCCNS(=O)(=O)Cc1ccccc1
  TDP1 inh: 6%	FEN1 inhibitor: -8%	N370S GC: 0%
COc1cccc(C(=O)CN2CCN(S(=O)(=O)c3cccc([N+](=O)[O-])c3)CC2)c1
  TDP1 inh: 7%	FEN1 inhibitor: 1%	N370S GC: -6%

The list continues:
Results follow in this order: TDP1 inh	FEN1 inhibitor	N370S GC
CCCc1nc(SCc2cccnc2)c2c(=O)n(C)c(=O)n(C)c2n1
  7%	-26%	2%
CCS(=O)(=O)NC(C)C(c1cccs1)N1CCN(c2ccc(F)cc2)CC1 (stereo not given)
  1%	2%	-3%
CCOc1ccccc1N(C(=O)c1ccccc1Cl)C1=NC(C)(C)CS1
  -4%	-3%	2%
CCOC(=O)CCC(=O)NCc1ccc2[nH]c(C)cc2c1
  0%	-3%	-4%
O=C(NNCc1ccc(O)cc1)c1ccccc1Cl
  0%	-19%	-2%
Cc1c(C)n(Cc2ccc(F)cc2)c2ccc(C(=O)N3CCN(c4ccccn4)CC3)cc12
  9%	?	-2%
Cc1ccc(S(=O)(=O)N2CCCCC2)cc1NC(=O)CSc1ccc2c(c1)OCCO2
  5%	2%	-1%
O=C(N/N=C/c1c[nH]c2ccccc12)C1CC1c1ccccc1 (stereo not given)
  -3%	12%	?
Nc1ccc(C2(c3ccc(N)cc3)C(=O)Nc3ccccc32)cc1
  7%	8%	-20%
CCOC(=O)c1c(NC(NC(C)=O)C(Cl)(Cl)Cl)sc(C(C)=O)c1C (stereo not given)
  -3%	-1%	-19%

(listing goes on)
Results follow in this order: TDP1 inh	FEN1 inhibitor	N370S GC
NC(=O)c1cccnc1Nc1cccc(F)c1
  3%	-1%	3%
CCOc1ccc(CCNC(=O)CS(=O)(=O)Cc2nc(-c3cccc(OC)c3)oc2C)cc1
  0%	-12%	1%
CC(=O)N(CCCN1CCOCC1)Cc1ccncc1
  0%	6%	1%
CC(NS(=O)(=O)c1ccc(CCC(=O)NCc2cccnc2)cc1)c1ccccc1 (stereo not given)
  2%	7%	-5%
CC(C)OC(=O)NC(C)(C)COC(=O)Nc1cccc(Cl)c1
  0%	-16%	1%
Fc1ccc(NC(=S)NN=C2CCCCCC2)cc1
  2%	7%	1%
CCc1c(C)sc(NC(=O)c2ccoc2C)c1C(N)=O
  4%	-5%	3%
CN(C)C(=O)CCc1nc2sc3c(c2c(=O)[nH]1)CCCC3
  2%	-1%	10%
N=C1CCCN1CC(=O)c1ccc(Br)cc1
  -3%	-1%	-6%
CCOc1ccccc1Nc1cc(C)nc2nnnn12
  0%	-2%	4%

(continued)
Results follow in this order: TDP1 inh	FEN1 inhibitor	N370S GC
COc1ccc(C(=O)CN2C(=O)NC3(CCCCC3)C2=O)cc1OC
  -5%	-2%	3%
Cc1cc(C(F)(F)F)nn1CC(=O)NNC(=S)Nc1cccc(Cl)c1
  9%	-18%	2%
CCCCN(C(=O)c1ccc(C)o1)c1c(N)n(CCCC)c(=O)[nH]c1=O
  8%	-2%	-5%
CN(C)CCSc1nc(-c2ccccc2)nc2c1CCC2
  0%	-15%	5%
O=C(NCc1ccccc1F)c1ccc(CSc2nc3cccnc3n2Cc2ccccc2)cc1
  1%	-5%	·
CC(=O)Nc1ccc(NC(=O)C(C)OC(=O)/C=C/c2cn(-c3ccccc3)nc2-c2cccnc2)cc1 (stereo not given)
  0%	5%	-11%
Cc1c(OC(C)C(=O)NCC(O)c2ccccc2)ccc2c3c(c(=O)oc12)CCCC3 (stereo not given)
  2%	-1%	1%
O=CN1CCN(C(C(=O)NC2CCCC2)c2ccc(Cl)cc2)CC1 (stereo not given)
  0%	3%	4%
CCc1ccc2[nH]cc(S(=O)(=O)c3ccc(C(C)C)cc3)c(=O)c2c1
  9%	-6%	·
CC(=O)c1ccc(N2CCN(C(=O)c3ccc4nc[nH]c4c3)CC2)cc1
  0%	-4%	11%

2 records drawn at random from those above:
Results follow in this order: TDP1 inh	FEN1 inhibitor	N370S GC
Cc1cc(C(F)(F)F)nn1CC(=O)NNC(=S)Nc1cccc(Cl)c1
  9%	-18%	2%
CC(=O)c1ccc(N2CCN(C(=O)c3ccc4nc[nH]c4c3)CC2)cc1
  0%	-4%	11%

(listing goes on)
Results follow in this order: TDP1 inh	FEN1 inhibitor	N370S GC
COc1cccc(-c2cc(C(=O)N3CCN(S(=O)(=O)c4ccccc4)CC3)[nH]n2)c1
  ·	3%	-5%
CCCCn1c(N)c(N(CCC(C)C)C(=O)COC(=O)c2ccco2)c(=O)[nH]c1=O
  -1%	2%	2%
CC(C)Oc1ccc(CCC(=O)N/N=C/c2ccc3c(c2)OCO3)cc1
  ·	1%	-12%
O=c1[nH]c(-c2ccccc2O)nc2c1CCCC2
  -3%	-6%	23%
